High-throughput results: PubChem, National Center for Advancing Translational Sciences (NCATS)
Tau fibril ThT = blocks human tau fibril formation measured by thioflavin T | recombinant tau K18 P301L (four-repeat tau fragment), heparin-induced fibrillization, ThT fluorescence | 270,000 tested, 2.1% active | Potency, µM (top dose mostly 57.4 µM), without a hit: at the top dose activity, negative = inhibition, usual class: inhibitors | AID 1460 | P10636; further: on the % scale 0 is the no-effect control and ±100 the full control effect; nearly all actives have a fitted effect of over 55% in size
Target sequence (P10636 561-689 P618L limits assumed): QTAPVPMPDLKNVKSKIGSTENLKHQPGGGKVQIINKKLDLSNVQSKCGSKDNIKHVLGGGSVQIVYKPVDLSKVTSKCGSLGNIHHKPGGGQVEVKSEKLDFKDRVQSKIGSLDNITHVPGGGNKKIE
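Heparin-induced fibrillization of the P301L-mutant K18 repeat-domain fragment of human tau was followed by ThT binding in quantitative high-throughput format.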
JMJD2E inh = inhibitors of human JMJD2E histone demethylase | B2RXH2 | JMJD2E catalytic domain, FDH-coupled NADH fluorescence (FDH is formaldehyde dehydrogenase) | Potency, µM (series often up to 57.1 µM), without a hit: at the highest dose activity change, negative = inhibition, most hits filed as inhibitors | 230,000 tested, 1.6% active; active means well fitted inhibition curve with a large enough effect, not every such curve was filed as active; inconclusive means small, poorly fitted or top-dose-only effect, or another doubt; inactive means no such curve, though single readings can be large or run the other way;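 further: 0% = wells with enzyme and -100% = buffer wells without enzyme; nearly all actives have a fitted effect of over 50% in size; many of its hits are not listed in these tables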
Luc counter = blocks Kinase-Glo luciferase, a counter-screen artifact. Kinase-Glo luciferase, ATP luminescence, 8 min. Potency, µM (series often up to 38.3 µM), inactives show top-dose activity change, negative = inhibition, usual class: inhibitors. 200,000 tested, 0.28% active; further: on the % scale 0 is the no-effect control and ±100 the full control effect; nearly all actives have a fitted effect of over 60% in size
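Compound is pinned into ATP-containing buffer (10 uM ATP, imidazole pH 7.2, 7 mM MgCl2). Kinase-Glo luciferase reagent is then added. Light output is recorded following an 8-min room-temperature incubation.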
Lamin A splicing = changes lamin A minigene splicing in HeLa cells. 200,000 tested, 0.01% active. HeLa LMNA splicing GFP/RFP minigene ratio, 48 h. Potency, µM (top dose mostly 46.1 µM), inactives show top-dose ratio change, negative = inhibition, most hits filed as inhibitors; active means well fitted inhibition curve with a large enough effect in the signal ratio, with a control signal flat, not every such curve was filed as active; inconclusive means small, poorly fitted or top-dose-only effect, or effect the other way, or a change in a side signal; the % refers to the signal ratio; further: on the % scale 0 is the no-effect control and ±100 the full control effect
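S3 HeLa cells stably expressing lamin A-EGFP splicing minigene plus DsRed2, 600 cells/well, 48 h compound exposure at 37C. Laser-scanning cytometry; analysed as GFP (500-530 nm)/RFP (575-640 nm) total intensity ratio; 0.5% DMSO vehicle.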
SMN2 splice up = SMN2 splice variant enhancement. 210,000 tested, 2.8% active. HEK293 SMN2-luciferase splicing reporter, luminescence, 30-36 h. Potency, µM (titrated, usually from 46.1 µM), for inactives: at the highest dose activity change, positive = activation, usual class: activators. AID 1458; further: % of control where 0% means no effect; nearly all actives have a fitted effect of over 55% in size
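HEK293 cells carry an SMN2 minigene-luciferase reporter in which exon 7 inclusion puts luciferase in frame. Cells were seeded at 2000 cells/well, attached for 10-12 hours, then exposed to compounds for 30-36 hours at 37C before ONE-Glo luminescence.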
L3MBTL1 block = L3MBTL1 (human) inhibition; AlphaScreen L3MBTL1–H3K9me1 peptide binding; Potency, µM (doses to about 57.1 µM), without a hit: at the highest dose activity, negative = inhibition, most hits filed as inhibitors; 230,000 tested, 0.66% active; AID 485360; further: on the % scale 0 is the no-effect control and ±100 the full control effect; nearly all actives have a fitted effect of over 60% in size
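L3MBTL1 (50 nM) pre-complexed 30 min with biotinylated H3(1-15)K9me1 peptide (75 nM), then compounds added for 30 min at room temperature; AlphaScreen streptavidin donor/nickel chelate acceptor beads (10 ug/mL final) read after 30 min dark incubation.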
RECQ1 helicase = blocks DNA unwinding by human RECQ1; RECQ1 DNA unwinding, red fluorescence kinetic read; Potency, µM (highest dose often 57.3 µM), for the others: at the highest dose activity, negative = inhibition, usual class: inhibitors; 240,000 tested, 0.54% active;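 further: plate controls were vehicle for no effect and no enzyme for full effect; nearly all actives have a fitted effect of over 30% in size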
Target sequence (P46063 whole entry, looked up): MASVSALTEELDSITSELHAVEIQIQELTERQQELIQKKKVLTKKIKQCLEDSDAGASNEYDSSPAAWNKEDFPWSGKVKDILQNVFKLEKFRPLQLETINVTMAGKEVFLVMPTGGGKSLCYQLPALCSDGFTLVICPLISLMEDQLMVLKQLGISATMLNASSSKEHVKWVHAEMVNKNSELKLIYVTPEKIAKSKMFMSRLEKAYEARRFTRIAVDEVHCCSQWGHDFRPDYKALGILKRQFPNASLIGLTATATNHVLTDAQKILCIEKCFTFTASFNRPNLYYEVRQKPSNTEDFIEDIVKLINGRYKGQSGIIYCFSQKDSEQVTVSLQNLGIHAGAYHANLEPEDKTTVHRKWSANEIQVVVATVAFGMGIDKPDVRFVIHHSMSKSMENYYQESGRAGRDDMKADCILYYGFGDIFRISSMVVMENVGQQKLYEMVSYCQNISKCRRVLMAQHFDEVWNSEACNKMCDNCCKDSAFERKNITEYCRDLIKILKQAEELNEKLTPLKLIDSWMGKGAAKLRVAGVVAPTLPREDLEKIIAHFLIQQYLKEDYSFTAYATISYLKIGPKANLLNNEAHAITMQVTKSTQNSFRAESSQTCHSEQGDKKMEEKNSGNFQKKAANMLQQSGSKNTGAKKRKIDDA
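RECQ1T1 50 nM; forked duplex (20 bp + 30-nt ss tails) 200 nM, ATP 2 mM final; pH 8.0, 2 mM MgCl2, 2.5 ug/ml poly(dI-dC); 15 min compound preincubation; discontinuous kinetic read over 2 h at RT.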
ALDH1A1 inh = blocks purified human ALDH1A1 activity; 220,000 tested, 7.3% active; P00352; Purified ALDH1A1, NADH fluorescence, propionaldehyde substrate; Potency, µM (doses to about 75.3 µM), without a hit: at the top dose activity, negative = inhibition, actives largely listed as inhibitors; active means well fitted inhibition curve with a large enough effect, not every such curve was filed as active; inconclusive means small, poorly fitted or top-dose-only effect, or another doubt; inactive means no such curve, though single readings can be large or run the other way;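 further: plate controls were no enzyme wells and a reference inhibitor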
Starred values were filed as active, the others as inactive; i = inactive; u = inconclusive; x = not tested or not shown; [ ] = remark or other dose. Unless noted, the call rests on the fitted dose curve; in most records, active means well fitted curve in the direction sought with a large enough effect; inconclusive means small, poorly fitted or top-dose-only effect, or another doubt; inactive means no such curve, though single readings can be large; an effect the other way counts as inactive or inconclusive. Potency means the concentration at half of the fitted maximal effect. Only part of the results is shown; rates above refer to the full screens.

SMILES	Tau fibril ThT	JMJD2E inh	Luc counter	Lamin A splicing	SMN2 splice up	L3MBTL1 block	RECQ1 helicase	ALDH1A1 inh
Cc1cc(C)c(NC(=O)COC(=O)Cc2ccsc2)c(C)c1	-5.2%	12.1%	-4.5%	-14.8%[46 µM]	-1.1%	-27.8%	-16.7%	2.7%
Cc1cc(C)n2c(SCc3c(C)noc3C)nnc2n1	1.8%	-3.2%	2.0%	-2.7%	15.1%	1.6%	-7.2%	1.7%
O=C(NCc1cccs1)N[C@@H](Cc1ccccc1)C(=O)O	0.0%	4.1%	0.1%	1.0%	22.4%	x	i	5.1%
O=C(COC(=O)C1CC1)c1c[nH]c2ccccc12	2.3%	-2.1%	-7.2%	-17.0%	u	u	-0.9%	-13.7%
COc1ccc(Cc2nnc(NS(C)(=O)=O)s2)cc1	6.3%	8.4%	-2.3%	-3.7%	u	x	i	-0.1%
O=C(NC(=S)Nc1nc(-c2ccccc2)cs1)c1cccnc1	u	4.9%	-1.0%	x	-39.7%[inhibitor]	x	1.2%	8.91µM*
O=C(CSCc1ccco1)c1ccc(Cl)s1	u	-6.8%	6.8%	6.9%	8.6%	-10.7%	i	u
CC(=O)Nc1ccccc1OCc1nnc(-c2cccs2)o1	-10.1%	0.0%	1.4%	0.6%	4.5%	4.2%[11.4 µM]	2.9%	16.0%
O=C(c1cc(-c2cccs2)on1)N1CCCc2ccccc21	-4.3%	-9.8%	-1.3%	-6.1%	21.5%	12.3%	i	14.1µM*
CCN(CC)CC(C)OC(=O)c1ccccc1Cl (stereo not given)	-10.9%	-15.2%	9.7%	x	14.0%	x	-2.6%	6.2%

Three entries from above in another layout.
Cc1cc(C)n2c(SCc3c(C)noc3C)nnc2n1
  Tau fibril ThT: 1.8%
  JMJD2E inh: -3.2%
  Luc counter: 2.0%
  Lamin A splicing: -2.7%
  SMN2 splice up: 15.1%
  L3MBTL1 block: 1.6%
  RECQ1 helicase: -7.2%
  ALDH1A1 inh: 1.7%

O=C(c1cc(-c2cccs2)on1)N1CCCc2ccccc21
  Tau fibril ThT: -4.3%
  JMJD2E inh: -9.8%
  Luc counter: -1.3%
  Lamin A splicing: -6.1%
  SMN2 splice up: 21.5%
  L3MBTL1 block: 12.3%
  RECQ1 helicase: i
  ALDH1A1 inh: 14.1µM*

COc1ccc(Cc2nnc(NS(C)(=O)=O)s2)cc1
  Tau fibril ThT: 6.3%
  JMJD2E inh: 8.4%
  Luc counter: -2.3%
  Lamin A splicing: -3.7%
  SMN2 splice up: u
  L3MBTL1 block: x
  RECQ1 helicase: i
  ALDH1A1 inh: -0.1%

The listing picks up, repeating the two entries before the break.
SMILES	Tau fibril ThT	JMJD2E inh	Luc counter	Lamin A splicing	SMN2 splice up	L3MBTL1 block	RECQ1 helicase	ALDH1A1 inh
O=C(c1cc(-c2cccs2)on1)N1CCCc2ccccc21	-4.3%	-9.8%	-1.3%	-6.1%	21.5%	12.3%	i	14.1µM*
CCN(CC)CC(C)OC(=O)c1ccccc1Cl (stereo not given)	-10.9%	-15.2%	9.7%	x	14.0%	x	-2.6%	6.2%
O=C(CCN1CCCCC1)NCNC(=O)CCN1CCCCC1	-3.5%	6.6%	2.9%	-8.1%	12.1%	-10.4%	-4.5%	11.1%
COc1ccc2[nH]c(=O)c(CNc3ccc(C)c(C)c3)cc2c1	-15.5%	-1.2%	x	u	x	-2.6%	-8.5%	-12.2%
CC(C)=CCCC(C)NC(=O)NC1CCCCC1 (stereo not given)	-9.7%	-3.4%	-0.1%	-1.4%	1.3%	-5.8%[11.4 µM]	7.5%	-0.2%
O=C(c1cccc(F)c1)N1CCC2(CCN(Cc3ccccc3)CC2)CC1	x	x	-1.7%	x	0.6%	x	7.2%	-2.0%
COC(=O)Cc1ccc(N(Cc2ccccc2F)S(=O)(=O)c2ccc(Br)cc2)cc1	-11.9%	7.6%	4.0%	u	-40.3%[inhibitor]	15.3%	-11.8%	-6.6%
Cc1cnc(NC(=O)CSc2nnc(C)s2)s1	u	7.0%	-7.4%	4.3%	-6.5%	x	-7.1%	7.1%
Cc1csc(N)n1	-11.9%	-10.9%	11.3%	-7.5%	-32.6%[inhibitor]	6.6%	13.5%	-7.4%
O=C(Nc1ccc(Cl)cc1)/C(=C/c1ccc([N+](=O)[O-])cc1)c1nc2ccccc2s1	14.1µM*	u	-1.4%	x	-96.3%[inhibitor]	-0.8%[11.4 µM]	i	-3.8%
Cn1cnc([N+](=O)[O-])c1S(=O)(=O)c1ccc(Cl)cc1	u	-3.5%	-2.3%	u	-7.4%	-0.7%	-9.8%	u
CN=C(Nc1ccccc1OC)SC1CC(=O)N(c2ccc(C(=O)OC)cc2)C1=O (stereo not given)	9.5%	0.9%	2.6%	-10.7%	1.9%	8.1%	-22.5%	1.2%
Cc1onc(-c2ccccc2)c1C(=O)Nc1sc2c(c1C#N)CCC2	u	-6.9%	-1.0%	u	-14.3%	u	-21.2%	u
COc1cc(C(=O)Nc2nc(C)c(Cc3ccc4c(c3)OCO4)s2)cc(OC)c1OC	3.0%	3.6%	0.1%	u	x	-18.4%	1.1%	-1.5%
N#Cc1c(Cl)nc(SCc2ccccc2)nc1-c1ccccc1	1.1%	6.2%	3.6%	1.2%	-8.2%	-9.9%	-13.8%	31.6µM*
COCCNC(=S)Nc1ccc(Cl)c(Cl)c1	-6.7%	12.3%	1.2%	19.8%[46 µM]	u	-2.5%	i	9.8%
CN(C)S(=O)(=O)c1ccc(NC(=O)Cc2ccc(S(=O)(=O)N3CCOCC3)s2)cc1	5.2%	-2.7%	-1.5%	-28.1%[46 µM]	-6.2%	u	u	-11.3%
O=c1[nH]c(CS(=O)(=O)c2ccccc2)nc2ccccc12	-11.4%	-24.5%	-2.7%	-15.7%	-4.3%	-3.4%	-4.9%	-7.7%
CNc1ccc2nnc(C(F)(F)C(F)(F)C(F)(F)F)n2n1	2.4%	-2.3%	2.6%	x	x	13.8%	i	9.4%
O=C(Cn1[nH]c(=O)c2ccccc2c1=O)OCC(=O)N(Cc1ccccc1)Cc1ccccc1	u	-3.6%	3.2%	7.3%	-21.6%	x	-6.9%	u
COc1ccc(C(C[N+](=O)[O-])c2c(C)cc3ccccn23)cc1 (stereo not given)	u	u	0.7%	-3.5%[46 µM]	-5.5%	-18.1%	-15.4%	u
COc1ccc(C2CC(c3cccs3)=NN2C(=O)c2ccco2)cc1OC (stereo not given)	-23.1%	-12.5%	x	x	x	-14.8%	-5.1%	x
FC(F)(F)c1cccc(CN2CCC(c3cc(-c4cccs4)n[nH]3)CC2)c1	-10.4%	u	2.6%	x	-60.0%[inhibitor]	x	i	2.4%
CCOC(=O)/C(C#N)=C1\CC2CCC1(C)C2(C)C (stereo not given)	-8.5%	-23.3%	5.6%	25.0%[46 µM]	-37.4%[inhibitor]	x	-8.5%	12.6µM*
COC(=O)CC1[C@@]2(C)C[C@@]34OC5(C)OC6(CC[C@@]7(C)C(c8ccoc8)OC(=O)C(C(C)=O)C7[C@]6(O5)C(O)[C@@]3(O)C2O)[C@]14C (stereo not given in full)	-2.2%	-8.9%	-3.7%	-7.3%	-5.8%	x	12.5%	-3.1%
Cc1oc2ccc(OC(=O)c3cccs3)cc2c1C(=O)OC(C)C	-12.4%	10.6%	0.5%	1.8%	-6.1%	46.2%[activator]	-12.0%	1.5%
CCOc1ccccc1/C=C(/NC(=O)c1ccccc1)C(=O)N(CC)CC	-0.7%	-7.5%	2.6%	1.3%	-0.4%	u	-0.3%	1.7%
CCOc1cccc(C(=O)Nc2ccc3oc(-c4cccnc4)nc3c2)c1	u	u	x	x	-5.3%	14.9%	-5.9%	x
C/C(=N\NC(=S)NCc1ccccc1)c1cccc(Br)c1	-0.8%	u	0.0%	x	11.0%	u	i	1.2%
O=C(Nc1nnc(SCc2ccc(Cl)cc2Cl)s1)C1COc2ccccc2O1 (stereo not given)	u	-5.3%	-4.1%	-5.0%	-13.9%	-9.2%	3.4%	-4.9%
Cc1noc(C)c1COC(=O)COc1cccc2c1OC(C)(C)C2	-2.2%	6.5%	-1.0%	1.5%	-8.3%	4.1%	-0.3%	2.2%
COc1cc(Cl)c(C)cc1NC(=O)c1ccc(NS(=O)(=O)c2ccc(F)c(F)c2)cc1	12.8%	u	0.0%	x	-18.3%	-7.9%	i	u
Cc1cccc(NC(=S)N/N=C/c2cccc([N+](=O)[O-])c2)c1	-15.7%	5.9%	2.3%	-1.1%	-7.6%	-10.0%	-2.9%	-6.7%
CCCCC[n+]1ccn(-c2nc3ccccc3nc2[N-]S(=O)(=O)c2ccccc2)c1	-1.9%	u	x	x	x	9.9%	1.5%	x
O=C(C(=O)N1CCN(c2ccccc2F)CC1)c1c[nH]c2ccccc12	-9.9%	-7.1%	-0.1%	12.2%[46 µM]	6.5%	6.7%	-3.5%	-5.6%
CC1CCCCC1NC(=O)COC(=O)c1ccc(S(=O)(=O)NCc2ccco2)cc1 (stereo not given)	-8.6%	-0.6%	2.3%	6.8%	16.1%	x	-0.5%	-5.1%
COc1cccc(C(=O)NC(=O)Nc2cc(C)on2)c1	-0.7%	-18.0%	-0.7%	x	11.2µM*	3.0%	i	13.0%
O=C1c2ccccc2C(=O)N1CCC(=O)N1CCCc2ccccc21	-2.8%	6.7%	-0.8%	1.7%	1.9%	-3.2%	-8.5%	u
CCOC(=O)CC(=O)CSc1nc2nc(C)cc(C)n2n1	-12.3%	3.2%	2.5%	-7.6%	27.6%	x	-3.5%	12.6µM*
O=C(Nc1ccc(NC(=O)c2ccco2)cc1)c1ccc2c(c1)OCCO2	u	u	-8.3%	4.3%[46 µM]	6.8%	-0.4%	-3.8%	u
OCCC1CN(Cc2cnc(-c3ccccc3)s2)CCN1C1CCCC1 (stereo not given)	-6.0%	-0.1%	-0.8%	14.4%[46 µM]	x	7.7%	1.1%	6.6%
